# TIM10 inh: TIM10 yeast growth inhibition. S. cerevisiae TIM10 strain growth, BacTiter-Glo luminescence, 24 h. inhibition, % at 10 µM. 330,000 compounds, 1.4% hits. AID 463195;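 active = inhibition of 40% or more at the single tested concentration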;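 also: wild-type TIM10 isogenic control strain grown at permissive 25 °C; 0% = DMSO yeast wells and 100% = minimal medium wells without yeast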
# mIAP activ: increases mouse intestinal alkaline phosphatase activity | muIAP, CDP-Star luminescence, 30 min; stronger effect = higher value; 1 = vehicle-only enzyme signal, 0 = enzyme-free wells | AID 2805 | 330,000 compounds, 0.24% hits | activation factor at 10 µM;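 active = activation factor of at least 2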; also: the source names both 10 and 20 µM as test concentration; values of inactives mirror those of a sister screen read the other way
#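 Assay system: mouse IAP enzyme; Reagent: CDP-Star chemiluminescent phosphatase substrate; Compound: DMSO-dissolved test compounds; Incubation: 30 min, room temperature; Technique: luminescence from enzymatic CDP-Star hydrolysis; Controls: DMSO-only wells and no-enzyme negative control.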
# hIAP activ: increases human intestinal alkaline phosphatase activity; P09923; purified human IAP, CDP-Star luminescence, 30 min; stronger effect = higher value; 1 = vehicle-only enzyme, 0 = enzyme-free background; activation factor at 10 µM; 330,000 compounds, 0.16% hits; AID 2524;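 active = activation factor of the enzyme at least 2-fold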; also: the source names both 10 and 20 µM as test concentration; values of inactives mirror those of a sister screen read the other way
# Target sequence (P09923 whole entry, looked up): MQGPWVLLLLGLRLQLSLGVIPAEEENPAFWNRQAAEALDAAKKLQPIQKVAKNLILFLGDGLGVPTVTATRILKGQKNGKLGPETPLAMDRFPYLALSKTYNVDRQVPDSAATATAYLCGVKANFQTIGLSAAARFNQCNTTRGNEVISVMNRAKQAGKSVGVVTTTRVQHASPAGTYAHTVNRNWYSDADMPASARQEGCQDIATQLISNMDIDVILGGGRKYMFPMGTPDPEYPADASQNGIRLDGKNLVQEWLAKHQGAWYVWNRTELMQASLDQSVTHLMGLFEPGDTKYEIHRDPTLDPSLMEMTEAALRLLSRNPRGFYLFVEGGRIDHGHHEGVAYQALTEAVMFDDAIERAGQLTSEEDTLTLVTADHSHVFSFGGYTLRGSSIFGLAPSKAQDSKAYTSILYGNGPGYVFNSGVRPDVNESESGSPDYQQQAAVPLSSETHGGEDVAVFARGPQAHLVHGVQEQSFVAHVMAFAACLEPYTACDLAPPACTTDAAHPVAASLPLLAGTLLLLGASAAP
# mIAP inh: blocks mouse intestinal alkaline phosphatase; purified mouse IAP, CDP-Star luminescence, 30 min; 330,000 compounds, 0.2% hits; inhibition, % at 10 µM;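 active = inhibition of at least 40% at 10 µM in the primary screen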;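 also: plate controls were DMSO with enzyme for no effect and no enzyme wells for full effect; values of inactives mirror those of a sister screen read the other way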
# hIAP inh: human IAP inhibition. P09923. purified IAP, CDP-Star luminescence, 30 min. inhibition, % at 10 µM. 330,000 compounds, 0.12% hits;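 active = inhibition reaching a set limit with compound at 10 µM in the primary screen, cut at about 35% in these data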;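 also: plate controls were DMSO wells with enzyme for no effect and no-enzyme buffer wells for full effect; values of inactives mirror those of a sister screen read the other way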
# ATG4B inhibitor: blocks human ATG4B protease cleavage of LC3 substrate; inhibition, % at 8.33 µM; ATG4B cleavage of LC3-PLA2, NBD-HPC fluorescence, 1 h; 340,000 compounds, 0.51% hits; AID 504462; Q9Y4P1; in the data active = inhibition above about 40%
# Target sequence (Q9Y4P1 whole entry, looked up): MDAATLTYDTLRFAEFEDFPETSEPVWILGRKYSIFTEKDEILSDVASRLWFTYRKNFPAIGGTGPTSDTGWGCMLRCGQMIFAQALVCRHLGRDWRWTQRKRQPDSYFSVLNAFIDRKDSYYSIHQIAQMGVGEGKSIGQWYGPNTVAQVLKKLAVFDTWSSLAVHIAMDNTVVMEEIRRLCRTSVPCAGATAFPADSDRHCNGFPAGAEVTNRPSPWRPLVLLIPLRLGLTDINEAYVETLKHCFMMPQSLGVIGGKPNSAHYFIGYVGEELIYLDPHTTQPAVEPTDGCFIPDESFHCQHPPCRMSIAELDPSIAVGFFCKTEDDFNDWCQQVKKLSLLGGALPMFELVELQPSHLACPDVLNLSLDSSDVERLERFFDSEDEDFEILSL
# tim10-1 inh: growth inhibitors of tim10-1 mutant yeast. 330,000 compounds, 2.2% hits. inhibition, % at 20 µM. S. cerevisiae tim10-1 ts strain growth, BacTiter-Glo, 24 h;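 active = inhibition of at least 40%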;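 also: mutant grown at 25 °C; 0% = DMSO wells with yeast and 100% = wells holding no yeast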
# Apaf1 inhib: blocks human Apaf-1 apoptosome activity | reconstituted apoptosome caspase-3 activity, DEVD-Rh110 fluorescence | inhibition, % at 20 µM | AID 489030 | 330,000 compounds, 0.71% hits; active = inhibition of at least 40% at 20 µM;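 also: plate controls were DMSO wells for no effect and DEVD-CHO caspase inhibitor wells for full effect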
#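 System: Apoptosome proteins | Medium: Hepes pH 7.5 with detergent and BSA | Also added: Cytochrome c trigger plus (Z-DEVD)2-Rh110 caspase-3 substrate | Incubation: 30 min compound preincubation, 50 min activation, room temperature | Detection: Rhodamine 110 fluorescence at Ex 480/Em 540 nm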
# NALP3 yeast inh: NALP3 inhibition in yeast; Yeast reconstituted NLRP3/ASC/caspase-1, beta-gal luminescence, 24 h; inhibition, % at 10 µM; 330,000 compounds, 0.39% hits; AID 2825;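 active = inhibition of 50% or more; inactive = inhibition below 50%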;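 also: plate controls were induced DMSO wells for no effect and uninduced yeast grown without galactose for full effect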
# * marks the source's active call; other numbers are inactive results.
SMILES,TIM10 inh,mIAP activ,hIAP activ,mIAP inh,hIAP inh,ATG4B inhibitor,tim10-1 inh,Apaf1 inhib,NALP3 yeast inh
Clc1ccc(-c2nnc(C34CC5CC(CC(C5)C3)C4)o2)cn1,9,0.99,1.1,1,-11,11,9,-6,12
COc1ccc(CC(=O)Nc2ccc(C)c(S(=O)(=O)N3CCCCCC3)c2)cc1,9,1.6,0.87,-57,13,0,11,-2,6
Cc1ccc(OCC(=O)N2CCN(C(=O)c3cccs3)CC2)cc1,-6,1,0.98,-3,2,-10,14,-1,8
O=S(=O)(NCCc1ccccn1)c1ccc(F)c(F)c1,9,0.94,1.1,6,-11,-1,6,4,8
Cc1ccc(OCCCC(=O)Nc2ccc(S(=O)(=O)N3CCOCC3)cc2)cc1,24,1.1,0.99,-7,1,-7,39,-1,15
COc1ccc(CCNc2oc(-c3ccccc3OC)nc2C#N)cc1,34,1.1,0.98,-11,2,-8,21,18,25
COc1cc2c(cc1OC)CN(C(=O)CNS(=O)(=O)c1ccc(C)c(C)c1)CC2,12,0.98,0.85,2,15,-10,9,4,3
CS(=O)(=O)N1CCC(C(=O)NCCN2CCN(Cc3ccccc3)CC2)CC1,-10,0.93,1.2,8,-18,-6,-7,-3,1
COc1cc(OC)c(OC)cc1CNC(=O)c1cccc(S(=O)(=O)N2CCc3ccccc3C2)c1,9,0.91,1,9,0,-9,7,16,2
CCC(NC(=O)c1cc(COc2cc(C)c(Cl)c(C)c2)on1)c1ccncc1 (stereo not given),9,0.99,1.2,1,-23,13,37,28,1
Cc1ccc(S(=O)(=O)N2[C@@H](c3ccc4c(c3)OCO4)C(C(=O)O)=C[C@H]2CC2CCCC2)cc1,7,0.95,0.96,5,4,10,10,6,3
COCCCN1C(=O)N(c2ccc(F)cc2)C(=O)C1CC(=O)Nc1ccc(OC)cc1 (stereo not given),-12,1.1,0.89,-5,11,-1,15,0,12
CCc1c(O)nc2sc3ccccc3n2c1=O,-3,1,1.1,-3,-7,-10,-11,-14,9
CC(C)NC(=O)N(C)C[C@H]1Oc2ccc(NC(=O)Nc3ccccc3)cc2C(=O)N([C@@H](C)CO)C[C@@H]1C,-1,1.1,1.1,-12,-12,-2,-7,7,9
Cc1nn(Cc2ccc(Cl)cc2)c(Cl)c1/C=N/NC(=O)c1cccnc1,-3,0.9,0.78,10,22,-13,7,6,3
COc1ccc(S(=O)(=O)Oc2cccc(/C=N/N=C3/NC(=O)C(CC(=O)O)S3)c2)cc1 (stereo not given),-6,1,1,-3,-3,0,-1,9,-2
Cc1cc(C(=O)Nc2ccccc2N2CCOCC2)no1,-3,0.98,1,2,-2,-5,9,10,18
COc1cc2ccccc2cc1C(=O)N(CCN(C)C)c1nc2c(C)cccc2s1,32,1,0.98,-3,2,25,56*,18,13
CCOC(=O)C1CCN(S(=O)(=O)c2ccc3c(c2)NC(=O)CS3)CC1,-10,0.94,1.1,6,-9,-2,2,14,3
CNS(=O)(=O)c1cccc(C(=O)OCC(=O)NCc2ccccc2)c1,-17,1,1.1,-2,-8,-10,16,4,-9
CC(C)CC(NC(=O)C1CCCCC1)C(=O)N1CCN(c2ccccn2)CC1 (stereo not given),15,1.1,0.94,-10,6,-14,26,2,-2
CC(C)N(CCCNC(=O)Cn1c(=O)c2cccn2c2ccccc21)Cc1ccccc1,-3,1,1,-3,-4,-3,8,-6,11
CCC(NC(=O)c1cncc(Br)c1)c1ccccc1 (stereo not given),-1,0.94,0.94,6,6,0,11,2,7
CN(C)C1(CNC(=O)CC(NC(=O)c2ccccc2Cl)c2ccccc2)CCCCC1 (stereo not given),-8,1.1,1.1,-11,-6,-4,16,6,19
CCOc1ccc(NC(=O)CNC(=O)c2ccco2)cc1,-12,0.97,1.1,3,-6,-1,-14,-11,5
COc1ccccc1N1CCN(C(=O)CNS(=O)(=O)c2ccc(Br)s2)CC1,17,1,1.3,-2,-30,-12,10,5,0
O=C(Nc1ccc2c(c1)N(Cc1ccccc1)C(=O)c1ccccc1S2)NC1CC1,15,2.7*,0.93,-174,7,11,18,15,-1
O=C(CSc1nncn1-c1ccccc1F)NC1CC1,-8,0.96,0.99,4,1,-4,-13,-3,6
O=C(OCCN1CCOCC1)c1ccccc1Cl,15,1,1.1,-3,-10,0,10,-17,-4
CCn1c(Cc2cccs2)nnc1SCC(=O)NC(C)(C)C,-7,1.1,1,-9,0,11,-1,2,7
CCc1noc(C)c1C(=O)N1CCN(S(=O)(=O)c2ccc(Cl)cc2)CC1,5,0.94,1,6,0,-5,7,-8,11
COCCNc1nc(-c2cc(C)n(CCc3ccc(OC)cc3)c2C)cs1,4,0.86,0.94,14,6,5,2,23,4
O=C(NCCc1ccccc1)c1ccc(-c2ccc(F)cc2)o1,19,1,1,-3,-1,-15,21,8,7
CCC(=O)NC(=S)Nc1ccccc1F,11,1.1,1.1,-12,-11,-8,11,-9,17
CCC1(C)NC(C(=O)O)Cc2c1[nH]c1ccccc21 (stereo not given),-3,0.94,1,6,-4,-2,15,2,7
C#Cc1cccc(C(=O)N2CCCC(CCC(=O)NCc3ccccc3F)C2)c1 (stereo not given),2,1,1.1,-1,-14,2,-4,-3,18
COc1ccc(OC(=O)c2cccc([N+](=O)[O-])c2)c(C(=O)/C=C/c2cccs2)c1,4,0.94,1.1,6,-13,6,29,15,17
COc1ccc(N2CCN(C(=O)CN3CCN(C(c4ccccc4)c4ccccc4)CC3)CC2)cc1,15,0.99,0.91,0,9,-12,11,11,6
Cc1ccccc1CSc1nc2ccccc2c(=O)n1C,-20,1,0.81,-4,19,5,-3,6,35
O=C(C1=C[C@@H](C2CC2)C[C@@H](OCc2ccc(CO)cc2)O1)N1CCOCC1,-9,1,1.1,-1,-11,0,-19,-10,9
O=C(CSc1nccn(-c2ccc3c(c2)OCCO3)c1=O)Nc1ccccc1,16,0.83,1.1,17,-8,-8,-2,8,16
CCOc1ccc(NS(=O)(=O)c2ccc3[nH]c(=O)[nH]c3c2)cc1,-3,0.9,1.1,10,-6,-5,-5,-2,11
O=C(NCc1ccco1)c1ccc(CS(=O)Cc2cccc(Cl)c2)o1 (stereo not given),4,0.99,0.97,1,3,1,-11,-1,2
Cc1ccc(S(=O)(=O)NCCN2CCOCC2)cc1,3,1,0.88,0,12,0,16,0,17
C/C(N)=C(/C#N)C(=O)CSc1cc(C)c2cc(C)cc(C)c2n1,23,0.87,0.72,13,28,-2,22,-4,4
O=C(Nc1ccccc1)C1=C[C@H](C2CCCCC2)C[C@H](OCc2ccc(CO)cc2)O1,12,0.97,0.96,3,4,2,17,22,29
O=C(Cn1ncc2c3ccccc3n(Cc3ccc(F)cc3)c2c1=O)N1CCN(c2ncccn2)CC1,25,0.99,1.1,1,-7,-8,22,27,-2
CN(C(=O)COC(=O)c1ccc2c(=O)n3c(nc2c1)CCC3)C1CCS(=O)(=O)C1 (stereo not given),16,1,1.2,0,-24,-4,-1,-1,8
COc1ccccc1N1CCN(C(=O)C(=O)N/N=C/c2cccc(O)c2)CC1,0,0.98,0.96,2,4,-6,5,-7,6
CN1CN(C)c2ccc([N+](=O)[O-])c3cccc1c23,17,0.92,0.78,8,22,-4,9,10,29

# The results go on:
SMILES,TIM10 inh,mIAP activ,hIAP activ,mIAP inh,hIAP inh,ATG4B inhibitor,tim10-1 inh,Apaf1 inhib,NALP3 yeast inh
Cc1ccc(C(=O)N/N=C/c2cccc(OC(=O)/C=C/c3ccco3)c2)cn1,6,0.88,0.9,12,10,-21,18,12,2
CC(C)C(c1nnnn1C(C)(C)C)N1CCOCC1 (stereo not given),-3,1.1,1.1,-5,-6,-18,14,13,13
Cc1ccc(CNC(=O)CN(c2ccc(C)cc2)S(=O)(=O)c2c(C)nn(C)c2C)cc1,5,1.1,1.1,-8,-13,-10,17,3,1
Cc1cc(C(=O)N2CCN(C(c3ccccc3)c3ccccc3)CC2)no1,35,0.85,0.86,15,14,-6,41*,13,11
Cn1cccc1C(=O)OCC(=O)N1CCc2ccccc21,-12,0.92,0.98,8,2,-8,-7,-5,9
COC(=O)c1cc(NC(=O)C2(S(=O)(=O)c3ccc(C)cc3)CC2)cc(C(=O)OC)c1,-38,1.1,0.87,-10,13,1,10,4,9
Oc1cccc2c(-c3nn[nH]n3)ccnc12,-3,0.93,1.6,7,-63,-3,-1,-8,11
Cc1ccc2occ(/C=C/C(=O)O)c(=O)c2c1,-5,1,1,-3,-3,0,0,-8,11
O=C(CCc1ccccc1)NCCC1=CCCCC1,-12,1,0.95,0,5,-10,12,-5,7
COc1ccc(C(=O)C2CCCN(Cc3ccc4nonc4c3)C2)cc1F (stereo not given),-7,0.95,0.99,4,1,-8,8,2,19

# Pulled one by one from above, 6 records:
SMILES,TIM10 inh,mIAP activ,hIAP activ,mIAP inh,hIAP inh,ATG4B inhibitor,tim10-1 inh,Apaf1 inhib,NALP3 yeast inh
CC(C)N(CCCNC(=O)Cn1c(=O)c2cccn2c2ccccc21)Cc1ccccc1,-3,1,1,-3,-4,-3,8,-6,11
COc1ccc(N2CCN(C(=O)CN3CCN(C(c4ccccc4)c4ccccc4)CC3)CC2)cc1,15,0.99,0.91,0,9,-12,11,11,6
CS(=O)(=O)N1CCC(C(=O)NCCN2CCN(Cc3ccccc3)CC2)CC1,-10,0.93,1.2,8,-18,-6,-7,-3,1
COc1cc2c(cc1OC)CN(C(=O)CNS(=O)(=O)c1ccc(C)c(C)c1)CC2,12,0.98,0.85,2,15,-10,9,4,3
Cc1ccc(CNC(=O)CN(c2ccc(C)cc2)S(=O)(=O)c2c(C)nn(C)c2C)cc1,5,1.1,1.1,-8,-13,-10,17,3,1
O=C(CSc1nccn(-c2ccc3c(c2)OCCO3)c1=O)Nc1ccccc1,16,0.83,1.1,17,-8,-8,-2,8,16

# (next part)
SMILES,TIM10 inh,mIAP activ,hIAP activ,mIAP inh,hIAP inh,ATG4B inhibitor,tim10-1 inh,Apaf1 inhib,NALP3 yeast inh
COc1cccc(C2C3=C(CCCC3=O)Nc3nc(-c4cc(OC)c(OC)c(OC)c4)nn32)c1 (stereo not given),18,0.99,0.92,1,8,-12,12,2,6
Cc1ccc(NCCC(=O)c2cccs2)cc1C,1,1,0.87,0,13,-3,7,4,25
O=C(CC(C(=O)O)c1cccc(Cl)c1)c1ccccc1 (stereo not given),-3,0.98,0.93,2,7,5,4,-1,1
Cc1ccc(SCC(=O)N2c3ccccc3Sc3ccccc32)cc1,10,0.94,0.85,6,15,10,3,14,-9
CCCC1CC(C)(C(=O)Cn2[nH]c(=O)ccc2=O)OC1=O (stereo not given),-16,1.1,1,-10,-4,7,-13,3,6
CCCn1c(CCl)nc2cc(S(=O)(=O)N3CCOCC3)ccc21,-4,0.98,1.1,2,-10,1,-8,1,1
COc1ccc(C(=O)COC(=O)c2nc3nccc(C)n3n2)cc1F,-3,1.2,0.93,-16,7,-1,-3,-14,7
COc1cccc(NC(C)C(=O)N2CC(C)OC(C)C2)c1 (stereo not given),-15,0.97,1,3,0,-11,9,-12,-4
COc1ccc(N/C=C(\C2OC(=O)c3ccccc32)[N+](=O)[O-])cc1 (stereo not given),-16,0.99,1,1,-3,1,-10,5,6
CC(=O)NS(=O)(=O)c1cccnc1Nc1cccc(Cl)c1C,11,1,1,-1,-4,-5,4,-8,-3
Cc1ccc(NC(=O)C2Cc3ccccc3O/C2=N\O)cc1C (stereo not given),-31,1,1.1,-1,-7,0,-12,3,15
CC(/C=N/NC(=O)Cn1cnc2ccccc21)=C\c1ccccc1,13,0.92,1.1,8,-6,-18,15,6,-9

# Screening results from PubChem BioAssay.
